High-throughput results deposited in PubChem BioAssay by National Center for Advancing Translational Sciences (NCATS).
KB-V1 cytotox – kills drug-selected multidrug resistant KB-V1 cells; KB-V1 MDR cells viability, CellTiter-Glo, 72 h; Potency, µM (highest dose often 46.1 µM), for the others: at the top dose activity change, negative = cytotoxicity, most hits filed as cytotoxic; 400,000 compounds, 3.4% hits; AID 1347076; further: potency means the concentration at half of the fitted maximal effect; on the % scale 0 is the no-effect control and ±100 the full control effect; nearly all actives have a fitted effect of over 60% in size
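Cytotoxicity via CellTiter-Glo luminescence after 72 h compound exposure at 37 degrees C. Cells: drug-selected KB-V1 line, DMEM phenol-red free plus 10% FBS. Compounds tested at multiple concentrations; normalized data fitted to concentration-effect curves.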
KB-3-1 cytotox – KB-3-1 parental cell cytotoxicity. KB-3-1 viability, CellTiter-Glo ATP luminescence, 72 h. Potency, µM (titrated, usually from 46.1 µM), inactives show top-dose activity change, negative = cytotoxic, most hits filed as cytotoxic. 400,000 compounds, 1.4% hits. AID 1347075; further: potency means the concentration at half of the fitted maximal effect; on the % scale 0 is the no-effect control and ±100 the full control effect; nearly all actives have a fitted effect of over 60% in size
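KB-3-1 cells, DMEM (no phenol red) + 10% FBS; compound by pin transfer, 72 h, 37 °C. Readout: CellTiter-Glo luminescence after 10 min. Data normalized, curve-fitted.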
MCF10A rerep – induces DNA re-replication in MCF 10a normal breast cells; MCF 10A DNA re-replication, Hoechst nuclear intensity, 48 h; Potency, µM (highest dose often 46.1 µM), without a hit: at the highest dose activity, positive = re-replication, actives largely listed as activators; 350,000 compounds, 2.9% hits; AID 624296; further: potency means the concentration at half of the fitted maximal effect; % of control where 0% means no effect; nearly all actives have a fitted effect of over 50% in size
GLP1R cytotox – cytotoxic in the GLP-1 receptor inverse agonist counter-screen; Potency, µM (titrated, usually from 38.3 µM), for inactives: at the top dose activity change, negative = inhibition, usual class: inhibitors; 410,000 compounds, 0.13% hits; HEK293 cAMP-luciferase reporter cells, luminescence, 24 h;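 further: loss of luciferase light is scored as toxicity; potency means the concentration at half of the fitted maximal effect; on the % scale 0 is the no-effect control and ±100 the full control effect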
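Seeding density was 200 cells/uL; after overnight-length (12 h) culture, 23 nL compounds went on for 24 h at 37 °C. Readout used a luciferase detection reagent, luminescence taken after 12 min at room temperature.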
HT1080-NT tox – kills 2HG-producing HT-1080-NT fibrosarcoma cells. HT-1080-NT fibrosarcoma viability, CellTiter-Glo ATP luminescence, 48 h. Potency, µM (series often up to 46.1 µM), inactives show at the top dose activity, negative = less viability, hits mostly cytotoxic. 360,000 compounds, 1.6% hits. AID 686970;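 further: NT is the 2HG producing partner of a matched IDH1 knockdown line; potency means the concentration at half of the fitted maximal effect; 0% = DMSO-treated cells and -100% = media-only wells without cells; nearly all actives have a fitted effect of over 55% in size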
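Viability of the 2HG-overproducing fibrosarcoma line after 48 hours of compound exposure at 37 degrees C was determined by luminescence with CellTiter-Glo, and concentration-effect curves were then fitted and categorized.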
IL1B secr inh – inhibitors of inflammasome signaling (IL-1 beta secretion); THP-1 LPS/ATP IL-1B secretion, AlphaLISA, 16 h; active compounds read low; activity change, % at 57.5 µM; 360,000 compounds, 4.7% hits; in the data active means activity change below about -50%; inconclusive means mostly about -30% to -49%; further: on the % scale 0 is the no-effect control and ±100 the full control effect
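THP-1 cells pretreated 1 hr with compounds (up to 57.5 uM final), then stimulated with LPS (250 ng/mL final) plus ATP (1.25 mM final); secreted IL-1B measured by AlphaLISA after 16 hr, decreased signal indicating inhibition.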
SW480 rereplic – DNA re-replication induction in SW480 cells. AID 624297. Potency, µM (top dose mostly 46.1 µM), inactives show at the highest dose re-replication activation, most hits filed as activators. 340,000 compounds, 1.8% hits. SW480 DNA re-replication, Hoechst DNA content imaging, 48 h; further: potency means the concentration at half of the fitted maximal effect; % of control where 0% means no effect; nearly all actives have a fitted effect of over 55% in size
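Cells (250 per well) received 23 nL compound or DMSO by pin tool and were kept 48 hr at 37 C, 5% CO2. Nuclei were then stained with Hoechst for 40 min and scanned for DNA content.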
HT1080 IDH1KD tx – kills HT-1080 cells with IDH1 knockdown. 360,000 compounds, 2% hits. HT-1080 IDH1 knockdown viability, ATP luminescence, 48 h. Potency, µM (series often up to 46.1 µM), for the others: top-dose activity, negative = toxicity, actives largely listed as cytotoxic. AID 686971;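 further: potency means the concentration at half of the fitted maximal effect; 0% = DMSO wells and -100% = cell-free medium wells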
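Cytotoxicity counter-line: IDH1KD HT-1080, 48 h, CellTiter-Glo. Curves classed by r2, magnitude and activity.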
DRD3 agonist – agonists of human D3 dopamine receptor. P35462. D3R DiscoveRx beta-arrestin cells, luminescence, 90 min. max activation, %. 410,000 compounds, 0.58% hits. AID 652048; in the data active means max activation above about 30%; further: 0% is about no effect; mostly tested at two doses, the higher about 12 µM
Target sequence (P35462 whole entry, looked up): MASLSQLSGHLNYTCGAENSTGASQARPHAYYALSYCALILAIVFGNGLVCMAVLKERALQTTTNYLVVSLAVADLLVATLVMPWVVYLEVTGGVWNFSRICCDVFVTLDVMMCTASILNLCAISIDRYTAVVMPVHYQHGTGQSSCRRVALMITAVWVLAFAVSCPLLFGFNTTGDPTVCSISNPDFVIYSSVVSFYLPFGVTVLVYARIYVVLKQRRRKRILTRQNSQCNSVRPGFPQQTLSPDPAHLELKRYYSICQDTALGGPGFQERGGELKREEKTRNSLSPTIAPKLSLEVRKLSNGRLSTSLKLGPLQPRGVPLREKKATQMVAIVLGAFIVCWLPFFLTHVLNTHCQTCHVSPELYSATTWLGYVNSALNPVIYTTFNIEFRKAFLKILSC
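Agonist-mode cell screen: cells plated at 1500/well and incubated overnight at 37 °C, then exposed to library compounds for 90 min at 37 °C. Detection reagent was added for 30–60 min at room temperature, and luminescence was read.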
* hit, by the source's call; ? = inconclusive; nt = not tested or not shown; & = joins results of further samples; [ ] = remark or other dose. Unless noted, the call rests on the fitted dose curve; in most records, active means well fitted curve in the direction sought with a large enough effect; inconclusive means small, poorly fitted or top-dose-only effect, or another doubt; inactive means no such curve, though single readings can be large; an effect the other way counts as inactive or inconclusive. Compounds were not picked by outcome; about 11% have a hit in one of these screens.

SMILES	KB-V1 cytotox	KB-3-1 cytotox	MCF10A rerep	GLP1R cytotox	HT1080-NT tox	IL1B secr inh	SW480 rereplic	HT1080 IDH1KD tx	DRD3 agonist
CCn1c(C)c(C(C)=O)c(N2CCN(C(c3ccccc3)c3ccccc3)CC2)nc1=S	?	?	?	6%	?	-185*	?	?	2
COc1ccc(CC(=O)NNC(=S)Nc2ccccc2)cc1Br	3%	-4%	-2%	-5%	1%	10	0%	-1%	-1
Clc1cccc(N2CCN(CCNc3nc4ccccc4n4cnnc34)CC2)c1	5%	5%	16%	4%	4%	9	7%	11%	-8
CCN(CC)C(=O)C1CCCN(C(=O)c2ccc3nc(-c4cccc(OC)c4)oc3c2)C1 (configuration not stated)	-30%	0%	nt	1%	1%	-7	nt	-2%	0
COc1ccc(-c2cnc(C)o2)cc1S(=O)(=O)Nc1ccc(OC(F)(F)F)cc1	20%	-16%	nt	-4%	nt	nt	nt	nt	5
CCCOc1ccc(N/C=C/C(=O)c2cc(OC)c(OC)c(OC)c2)cc1	?	1%	-3%	0%	-1%	-8	-6%	-2%	-3
COc1ccc(CCNC(=O)CC(c2ccccc2)c2cccc(C)c2O)cc1OC (configuration not stated)	?	-6%	-1%	-6%	-22%	-10	-89%[inhibitor]	-23%	11
CC1CCCN(c2c(S(=O)(=O)c3ccccc3)cnc3ccc(Cl)cc23)C1 (configuration not stated)	3%	-7%	nt	-1%	nt	nt	nt	nt	-12
Nc1c(-c2ccc(Cl)cc2)nnn1-c1ccccc1	0%	-1%	-5%	1%	13%	-13	-12%	3%	1
Cn1cc([C@]2(O)C(=O)Nc3c(F)cccc32)c2ccccc21	4%	3%	nt	4%	-7%	-1	nt	-6%	-12
COc1ccc(CCC(=O)NC2CCCN(Cc3ccc(Cl)cc3)C2)cc1OC (configuration not stated)	3%	0%	9%	1%	1%	5	-2%	1%	-7
Cc1cccc(OCCC(=O)Nc2ccc(F)c(F)c2)c1	?	-9%	1%	8%	2%	?	3%	-4%	-18
O=C(NC1CC1)c1cccc(NC(=O)C2CCCCC2)c1	4%	12%	-10%	-10%	1%	15	-32%[inhibitor]	4%	12
COc1ccc(-c2nn(-c3ccccc3)cc2/C=N/NC(=O)c2cccc(S(=O)(=O)Nc3ccccc3Cl)c2)cc1	-13%	?	3%	-12%	-13%	-15	11%	-16%	-4
COCc1cc(C)nc2sc(C(=O)Nc3cccc(OC)c3)c(N)c12	22%	-4%	10µM*	4%	9%	?	18µM*	2%	6
COC(=O)c1ccc(NC(=S)NC2CCCCC2)cc1	?	-22%	?	-29%	?	-3	7%	?	6
O=C(CSc1nc2c(oc3ccccc32)c(=O)n1Cc1ccco1)Nc1ccccc1	2%	5%	nt	-19%	nt	nt	nt	nt	-5
O=C(COC(=O)CCC1CCCC1)Nc1ccc(Cl)cn1	-5%	-2%	5%	1%	2%	4	1%	1%	-4
CC(C)C[C@H]1CNC(=S)N1C[C@H]1CCCN1C[C@H](Cc1ccc(O)cc1)N1C[C@H](Cc2ccccc2)N(CC2CCCCCC2)C1=S	?	?	nt	-2%	-27%	-18	nt	-18%	2
CNc1nc(NCc2ccc(N(C)C)cc2)c2sccc2n1	-11%	0%	nt	16%	?	29	nt	?	-19
Cc1ccn2c(CN(C)CCn3nc(C)cc3C)c(C(=O)N3CCCCCC3)nc2c1	-3%	-3%	-4%	-1%	0%	1	-3%	4%	2
COc1ccc2nc3oc(C(=O)N(C)c4ccc(Cl)cc4)cc3cc2c1	3%	16%	nt	-1%	nt	nt	nt	nt	-8
COc1ccc(C(=O)COC(=O)CN2C(=O)C3CC=CCC3C2=O)c(OC)c1 (configuration not stated)	2%	8%	6%	-2%	0%	-15	3%	-3%	-3
O=C(NCCN1CCOCC1)/C(=C\c1ccccc1F)NC(=O)c1ccccc1	?	-10%	0%	2%	1%	-22	-9%	-2%	-10

Structures shown so far that contain a Cl atom, in the order listed:
SMILES	KB-V1 cytotox	KB-3-1 cytotox	MCF10A rerep	GLP1R cytotox	HT1080-NT tox	IL1B secr inh	SW480 rereplic	HT1080 IDH1KD tx	DRD3 agonist
Clc1cccc(N2CCN(CCNc3nc4ccccc4n4cnnc34)CC2)c1	5%	5%	16%	4%	4%	9	7%	11%	-8
CC1CCCN(c2c(S(=O)(=O)c3ccccc3)cnc3ccc(Cl)cc23)C1 (configuration not stated)	3%	-7%	nt	-1%	nt	nt	nt	nt	-12
Nc1c(-c2ccc(Cl)cc2)nnn1-c1ccccc1	0%	-1%	-5%	1%	13%	-13	-12%	3%	1
COc1ccc(CCC(=O)NC2CCCN(Cc3ccc(Cl)cc3)C2)cc1OC (configuration not stated)	3%	0%	9%	1%	1%	5	-2%	1%	-7
COc1ccc(-c2nn(-c3ccccc3)cc2/C=N/NC(=O)c2cccc(S(=O)(=O)Nc3ccccc3Cl)c2)cc1	-13%	?	3%	-12%	-13%	-15	11%	-16%	-4
O=C(COC(=O)CCC1CCCC1)Nc1ccc(Cl)cn1	-5%	-2%	5%	1%	2%	4	1%	1%	-4
COc1ccc2nc3oc(C(=O)N(C)c4ccc(Cl)cc4)cc3cc2c1	3%	16%	nt	-1%	nt	nt	nt	nt	-8

Other entries
SMILES	KB-V1 cytotox	KB-3-1 cytotox	MCF10A rerep	GLP1R cytotox	HT1080-NT tox	IL1B secr inh	SW480 rereplic	HT1080 IDH1KD tx	DRD3 agonist
Cc1ccccc1NS(=O)(=O)c1ccc(C(=O)NCCCN2CCOCC2)cc1	-3%	-14%	1%	-2%	2%	-5	9%	-1%	-7
Cc1csc(NC(=O)CSc2nnc(-c3cccnc3)o2)n1	21%	12%	-1%	-13%	4%	29	-4%	3%	5
Cc1ccc(CCNC(=O)Cn2nc(C)c3c(C)n(-c4ccc(C)cc4)nc3c2=O)cc1	-13%	-22%	nt	1%	nt	nt	nt	nt	-6
O=C(Cn1ncc2c1-c1ccccc1OC2)Nc1nc2ccccc2s1	?	15%	18%	-2%	1%	-4	5%	-2%	3
Cc1ccccc1NS(=O)(=O)c1ccc(C(=O)N2CCCCCCC2)cc1	?	-19%	?	14%	3%	-13	5%	-5%	-22
COc1ccc(NS(=O)(=O)c2cc(NC(=O)C3CC3)ccc2N2CCCCC2)cc1	?	?	?	-21%	-21%	3	?	?	-6
Cc1cccc(C)c1NC(=O)CN(C)C(=O)/C=C/c1cccs1	25%	5%	1%	2%	10%	-3	-6%	1%	3
CCOc1ccccc1NC(=O)CSc1nnc(C2CC2)n1CC	-10%	16%	-3%	-4%	24%	1	-7%	2%	4
COc1ccc(OC)c(-c2cc(C(=O)NCCN3CCOCC3)no2)c1	?	19%	-2%	-3%	2%	0	-7%	-1%	-4
CCS(=O)(=O)N1CC(=O)N(c2ccc(Cl)cc2C)C(C)(C(=O)NC2CCCCCC2)C1 (configuration not stated)	-1%	-1%	nt	21%	nt	nt	nt	nt	3
CC(C)Cc1nnc(NC(=O)CCC(=O)N2CCN(Cc3ccccc3)CC2)s1	-3%	-4%	0%	-1%	?	23	22%	19%	-5
C=CCN(c1ccc(C(=O)Nc2ccc3c(c2)OCO3)cc1)S(C)(=O)=O	-5%	23%	-12%	286%[activator]	24%	15	-3%	10%	-6
Cc1cc(C(=O)N2CCCC(CNS(=O)(=O)c3cccs3)C2)nn1C (configuration not stated)	-23%	19%	-2%	15%	12%	12	-7%	8%	-8
O=C(COc1ccc2c(-c3ccccc3)cc(=O)oc2c1)Nc1ccc(CN2CCOCC2)cc1	?	?	-1%	-2%	5%	-11	3%	-2%	-7
CC1CCCC(NC(=O)c2ccc3c(c2)N(Cc2ccccc2)C(=O)CS3=O)C1C (configuration not stated)	10%	0%	-6%	-8%	-8%	0	1%	-1%	4
N/C(=N\OC(=O)CCN1C(=O)c2ccccc2C1=O)c1ccccn1	?	1%	8%	3%	-2%	0	6%	6%	2
Cc1ccc(-c2nc3ccc(C)cn3c2Cc2ccccn2)cc1	?	-27%	nt	-14%	-7%	0	nt	-8%	0
Cn1nc(C(=O)N2CCOCC2)c([N+](=O)[O-])c1C(=O)N1CCOCC1	0%	-5%	-4%	32%	1%	-5	-4%	-2%	-7
CCOC(=O)C1CCN(S(=O)(=O)c2ccc3c(c2)NC(=O)C(C)C(=O)N3)CC1 (configuration not stated)	?	5%&10%	-1%	3%&-2%	-1%	41	-6%	-7%	0&-10
O=C(Nc1ncc([N+](=O)[O-])s1)c1ccccc1Br	-19%	-4%	0%	?	?	25	-9%	?	-10
c1ccc(N2CCN(c3nc4cc5c(cc4s3)OCCO5)CC2)cc1	2.6µM*	?	0%	-18%	6%	-7	-4%	2%	5
COC(=O)c1[nH]c(=O)c2ccccc2c1OCc1ccccc1	-7%	9%	9%	-5%	0%	16	-3%	-2%	2
CCC(=O)Nc1ccc(-c2ccc(N3CCN(C)CC3)nn2)cc1	2%	0%	0%	2%	-2%	-8	2%	0%	-3
CC(C)NC(=O)N(C)C[C@H]1Oc2c(NC(=O)Nc3ccc(C(F)(F)F)cc3)cccc2C(=O)N([C@H](C)CO)C[C@@H]1C	?	4%	12%	-7%	-8%	?	-39%[9.22 µM]	-11%	15
NC(=O)c1cccc(-c2coc3c(C(=O)NCc4ccccc4)cccc23)c1	-17%	0%	nt	-10%	?	-22	nt	?	16
